# p53 reactivator – re-activators of mutant p53 | AID 504706 | 0.063% of 320,000 active | Potency, µM (doses to about 92.2 µM), without a hit: at the top dose activity change, positive = activation, actives largely listed as activators | H1299 p53-A138V BP100-luciferase reporter, luminescence, 24 h; further: potency means the concentration at half of the fitted maximal effect; % of control where 0% means no effect; nearly all actives have a fitted effect of over 45% in size
#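 p53-null H1299 cells stably carrying temperature-sensitive p53-A138V and a BP100-luciferase reporter were pinned with compounds (4-point, 1:5 series) and held 24 hrs at 37 deg C. Luminescence was read 10 min after detection reagent.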
# FLuc modulator – counter-screen for miR-21 project: firefly luciferase inhibitors or activators; P08659; 6.9% of 360,000 active; purified FLuc, Km substrates, luminescence inhibition; AID 588342; Potency, µM (doses to about 57.5 µM), inactives show top-dose activity change, negative = inhibition, most hits filed as inhibitors;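 further: potency means the concentration at half of the fitted maximal effect; plate controls were vehicle for no effect and reference inhibitor for full effect; nearly all actives have a fitted effect of over 55% in size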
# Target sequence (P08659 whole entry, looked up): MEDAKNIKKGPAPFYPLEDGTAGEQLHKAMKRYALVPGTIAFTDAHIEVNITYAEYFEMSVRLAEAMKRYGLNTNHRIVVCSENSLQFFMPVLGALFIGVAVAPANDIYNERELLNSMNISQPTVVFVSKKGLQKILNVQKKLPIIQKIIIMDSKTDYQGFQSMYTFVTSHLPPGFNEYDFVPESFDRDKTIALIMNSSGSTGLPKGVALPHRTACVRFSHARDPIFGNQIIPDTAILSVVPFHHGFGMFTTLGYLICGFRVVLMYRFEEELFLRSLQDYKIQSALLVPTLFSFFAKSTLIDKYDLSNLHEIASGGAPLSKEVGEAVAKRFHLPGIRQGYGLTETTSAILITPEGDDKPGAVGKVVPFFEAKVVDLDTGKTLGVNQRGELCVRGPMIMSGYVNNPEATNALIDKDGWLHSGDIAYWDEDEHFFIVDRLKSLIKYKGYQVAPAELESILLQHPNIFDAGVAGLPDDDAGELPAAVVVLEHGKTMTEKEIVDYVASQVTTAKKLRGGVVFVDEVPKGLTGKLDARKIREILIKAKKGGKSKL
#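 Biochemical qHTS of compounds, final roughly 60 µM downward over six points, against 10 nM purified firefly luciferase using Km concentrations of substrates (10 uM D-luciferin, 10 uM ATP) in Tris acetate pH 7.5 buffer; luminescence output.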
# RORg inh – ROR gamma (mouse) transcription inhibition. P51450. Drosophila S2 Gal4-RORgamma UAS-luciferase reporter, 20 h. Potency, µM (top dose mostly 53.6 µM), inactives show at the top dose activity change, negative = inhibition, usual class: inhibitors. 5.4% of 310,000 active; further: potency means the concentration at half of the fitted maximal effect; on the % scale 0 is the no-effect control and ±100 the full control effect; nearly all actives have a fitted effect of over 60% in size
#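 Stably transfected Drosophila Schneider cells are the test system, with ROR gamma fused to Gal4 and luciferase under UAS control; luminescence is read after 20 hr of 700 uM copper sulfate induction at ambient temperature.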
# VP16 counter – counter-screen for ROR gamma inhibitors: Gal4-VP16 reporter; Drosophila S2 Gal4-VP16 UAS-luciferase, luminescence, 20 h; Potency, µM (doses to about 53.6 µM), for the others: at the top dose activity, negative = inhibition, usual class: inhibitors; 3.5% of 310,000 active; AID 2546;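 further: Gal4-VP16 expression switched on by copper sulfate through the metallothionein promoter; potency means the concentration at half of the fitted maximal effect; on the % scale 0 is the no-effect control and ±100 the full control effect; nearly all actives have a fitted effect of over 50% in size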
# NPC1 prom act – activates the NPC1 promoter; 2.4% of 320,000 active; Huh7 NPC1 promoter luciferase reporter, 24 h; Potency, µM (titrated, usually from 9.22 µM), inactives show top-dose activation, hits mostly activators; AID 485313;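 further: potency means the concentration at half of the fitted maximal effect; % of control where 0% means no effect; nearly all actives have a fitted effect of over 60% in size; reporter is driven by a mutant NPC1 promoter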
#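 Luminescence from an NPC1 promoter-driven luciferase reporter in stably transfected Huh7 cells was measured after 24 h compound treatment at 37 °C, followed by 10 min ambient incubation with luciferase detection reagent.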
# TRPV1 ag – activates the human vanilloid receptor TRPV1 | Q8NER1 | TRPV1-expressing cells, Fluo-8 calcium influx, agonist mode | activation, % at 8.33 µM | 0.19% of 320,000 active; in the data active means activation above about 80%; inconclusive means between about 30% and that limit; further: 0% is about no effect
#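 TRPV1-expressing cells were cultured overnight at 35.5C and loaded with Fluo-8 calcium dye for 40 to 90 min at room temperature. After a 10 s baseline, compound was added and calcium influx was read kinetically for 3 min (ex 480/em 520 nm).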
# Rab9 promoter act – Rab9 promoter activation; Potency, µM (series often up to 9.22 µM), for the others: at the top dose activation, negative = inhibition, hits mostly activators; 2.8% of 320,000 active; Huh7 Rab9 promoter-luciferase reporter, luminescence, 24 h; further: potency means the concentration at half of the fitted maximal effect; % of control where 0% means no effect; nearly all actives have a fitted effect of over 60% in size
#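 Cell-based reporter: Huh7 stable for Rab9 promoter-driven luciferase, plated in reduced-serum medium with 10% FBS at 1500 cells/well, compound-treated 24 h at 37 °C, luminescence read after 10 min reagent.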
# Tb PFK block – blocks T. brucei phosphofructokinase; O15648; T. brucei PFK, ADP-Glo luminescence; Potency, µM (series often up to 57.5 µM), for the others: at the highest dose activity, negative = inhibition, usual class: inhibitors; 0.17% of 330,000 active;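 further: potency means the concentration at half of the fitted maximal effect; 0% = uninhibited 1x PFK enzyme wells and -100% = no-enzyme wells; nearly all actives have a fitted effect of over 60% in size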
# Target sequence (O15648 whole entry, looked up): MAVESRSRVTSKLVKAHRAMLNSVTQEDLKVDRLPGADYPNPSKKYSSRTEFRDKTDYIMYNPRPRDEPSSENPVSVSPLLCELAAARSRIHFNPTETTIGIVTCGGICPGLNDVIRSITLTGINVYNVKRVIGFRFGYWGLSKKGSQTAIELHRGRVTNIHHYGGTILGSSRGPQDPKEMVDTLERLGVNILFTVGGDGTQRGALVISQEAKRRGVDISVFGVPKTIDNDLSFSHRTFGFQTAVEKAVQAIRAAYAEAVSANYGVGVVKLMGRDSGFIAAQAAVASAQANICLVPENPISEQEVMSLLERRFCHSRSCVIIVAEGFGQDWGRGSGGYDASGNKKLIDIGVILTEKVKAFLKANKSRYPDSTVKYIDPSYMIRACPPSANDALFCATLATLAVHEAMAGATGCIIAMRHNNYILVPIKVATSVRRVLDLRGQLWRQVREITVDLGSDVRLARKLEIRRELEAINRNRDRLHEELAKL
#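 PFK 1.25 nM, F6P 0.5 mM, ATP 0.1 mM, 0.1 M TEA pH 8.0, 5 mM MgCl2, 0.01% Tween20, 0.1% BSA; 45 min RT. ADP-Glo readout. qHTS titration up to 57 uM; curves fitted, compounds curve-classed.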
# BRCA1 expr act – increases BRCA1 expression; MCF7-BRCA1-FFLuc reporter, luminescence, 48 h; response scale: scaled: vehicle 0%, 10 µM genistein 100%; Potency, µM (top dose mostly 46.1 µM), inactives show at the top dose activation, actives largely listed as activators; 1.1% of 380,000 active; AID 624202; further: potency means the concentration at half of the fitted maximal effect; nearly all actives have a fitted effect of over 80% in size; some results filed as inactive show a strong effect at the top dose
#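 Activators of BRCA1 expression were detected as increased firefly luciferase luminescence in engineered MCF7 cells after 48 h compound incubation. Signals were scaled to genistein 10 microM as full activation.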
# ELG1 DNA repair – inhibitors of ELG1-dependent DNA repair in HEK293T cells | 2.3% of 330,000 active | AID 504467 | HEK293T ELG1-luciferase reporter, luminescence, 16 h; DNA damage induced by 5-fluorouridine | Potency, µM (series often up to 46.1 µM), for the others: at the highest dose activity change, negative = inhibition, hits mostly inhibitors; further: potency means the concentration at half of the fitted maximal effect; on the % scale 0 is the no-effect control and ±100 the full control effect; nearly all actives have a fitted effect of over 55% in size
#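 HEK293T cells expressing luciferase-tagged ELG1 (2,000/well) received 5-Fluorouridine plus compound or DMSO for 16 hr at 37 °C. Luciferase was read by ONE-Glo luminescence after 30 min at room temperature.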
# ELG1 genotox – induces genotoxicity in HEK293T cells with luciferase-tagged ELG1; Potency, µM (series often up to 46 µM), without a hit: top-dose activity change, positive = activation, usual class: activators; AID 504466; 1.3% of 330,000 active; HEK293T ELG1-luciferase reporter, luminescence, 16 h; further: potency means the concentration at half of the fitted maximal effect; % of control where 0% means no effect; nearly all actives have a fitted effect of over 60% in size
#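 Genotoxicity was scored as increased ELG1-luciferase reporter signal, measured by ONE-Glo luminescence (30 min, room temperature). Compound or vehicle exposure of the HEK293T reporter cells lasted 16 hr at 37°C.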
# * hit, by the source's call; ? = inconclusive; / = no result given; [ ] = dose if it differs, or a comment. Unless noted, the call rests on the fitted dose curve; in most records, active means well fitted curve in the direction sought with a large enough effect; inconclusive means small, poorly fitted or top-dose-only effect, or another doubt; inactive means no such curve, though single readings can be large; an effect the other way counts as inactive or inconclusive.
SMILES,p53 reactivator,FLuc modulator,RORg inh,VP16 counter,NPC1 prom act,TRPV1 ag,Rab9 promoter act,Tb PFK block,BRCA1 expr act,ELG1 DNA repair,ELG1 genotox
COc1ccc(OC)c(S(=O)(=O)NCc2cn3ccsc3n2)c1,3%,4%,-18%,-14%,-5%,2,1%,-4%,-15%,-4%,0%
Cn1c(SCc2cccc(Br)c2)nnc1-c1ccccn1,1%,-7%,14%,-11%,-4%,?,13%,-3%,49%,?,4%
CCN(CC(=O)N1CCOCC1)S(=O)(=O)c1ccc(Cl)cc1,7%,-2%,-3%,4%,-1%,0,9%[1.84 µM],0%,18%,0%,6%
CCc1nn(CC(=O)NCCCN2CCCC2=O)c(=O)c2cc3sccc3n12,0%,0%,-16%,-3%,-1%,-1,-4%,2%,-10%,1%,-1%
Cc1ccc2cc(C#N)c(N3CCCN(C(=O)C4CCCO4)CC3)nc2c1 (centres undefined),10%,4%,-19%,6%,1%,3,-5%,7%,-3%[1.84 µM],-12%,0%
CCOc1ccc(CCNC(=O)c2ccc(OCc3c(C)noc3C)cc2)cc1OCC,0%,-2%,/,/,0%,1,-5%,0%,-41%,?,-12%
COc1ccc(NC(=O)c2ccccc2NC(=O)CN2CCCCCC2)cc1,16%,-5%,/,/,-3%,?,-5%,1%,7%,0%,-3%
Cc1ccc(NC(=O)c2ccc(Cl)cc2[N+](=O)[O-])nc1,0%,-1%,-23%,-2%,0%,-1,-5%,-2%,-11%,0%,2%
COc1ccc(C(=O)N(c2ccccc2)C2C=CS(=O)(=O)C2)cc1 (centres undefined),-2%,4%,1%,5%,-2%,2,1%,-1%,-3%,0%,1%
COC(=O)C1CCN(C(=O)c2ccc(SC)cc2OC)CC1,2%,3%,1%[10 µM],6%,0%,-1,1%,1%,-1%,0%,-5%
Cc1cc(=O)[nH]c(SCC(=O)N(CCC#N)c2ccccc2)c1C#N,1%,-19%,3%,-1%,-7%,1,12%,-3%,0%,-2%,2%
Cc1ccc(Cn2nc(C)c(NC(=O)c3cc(-c4ccco4)on3)c2C)cc1,-4%,4%,23%,-5%,-6%,1,-1%,0%,-36%,?,-11%
CCN(CC(=O)Nc1c(F)cccc1F)C(=O)c1ccc2c(c1)S(=O)(=O)N=C1CCCCCN12,0%,4%,/,/,-1%,2,-1%,0%,-4%,?,4%
Cc1ccc2c(CN3CCOCC3)cc(=O)oc2c1C,3%,1%,-8%,3%,-3%,20,3%,0%,32%,8%,6%
NS(=O)(=O)c1ccc(NC(=O)COC(=O)CCc2c[nH]c3ccccc23)cc1,-4%,-1%,5%,-6%,-4%,3,8%,-1%,8%,2%,-1%
CCc1noc(C)c1C(=O)OCC(=O)Nc1nc(-c2ccc(F)c(F)c2)cs1,1%,9%,/,/,-2%,-1,-1%,-5%,-46%,?,1%
COC(=O)CSc1nnc(-c2ccc(S(=O)(=O)NCc3ccccc3Cl)cc2)o1,4%,0%,-27%,-5%,-3%,-2,-1%,3%,12%,0%,1%
O=C(CCC1CCCN(C(=O)c2ccc3c(c2)OCO3)C1)NCc1ccc(F)c(F)c1 (centres undefined),-1%,-11%,19%,-4%,3%,3,-5%,-30%,33%,-5%,0%
Cc1c(Cl)cccc1NC(=S)Nc1ccc2[nH]c(=O)[nH]c2c1,4%,3%,0%,-17%,1%,1,-2%,-2%,-2%,-5%,-1%
Cc1nn(Cc2ccc(F)cc2)c(Cl)c1/C=N/NC(=O)c1cccnc1,7%,?,?,-4%,0%,10,-2%,-11%,-8%,-1%,0%
O=C(CN1CC(=O)Oc2ccccc21)OCC(=O)c1ccc(F)cc1,-20%,-5%,?,-22%,-15%,-2,0%,5%,-7%,?,1%
c1ccc(-c2cc(CSc3nc4ccccc4[nH]3)on2)cc1,9%,?,-21%,?,-2%,14,-10%,-2%,-12%,-22%,?
Cc1cccc(N(CC(=O)N=Nc2c(O)[nH]c3ccccc23)S(C)(=O)=O)c1C,0%,0%,-12%,5%,-2%,1,1%,2%,1%,-2%,1%
CNC(=S)Nc1sc2c(c1C(=O)OC)CCC2,-2%,?,1.3µM*,?,-5%,-1,-5%,-2%,0%,5%,-7%
O=C(Cn1cnc2ccccc2c1=O)NCCC(=O)N1CCN(c2ccccc2)CC1,-2%,-1%,-11%,1%,0%,11,-3%,-8%,1%,-30%,-4%

# Continued; it opens with the six that closed the last part.
SMILES,p53 reactivator,FLuc modulator,RORg inh,VP16 counter,NPC1 prom act,TRPV1 ag,Rab9 promoter act,Tb PFK block,BRCA1 expr act,ELG1 DNA repair,ELG1 genotox
Cc1nn(Cc2ccc(F)cc2)c(Cl)c1/C=N/NC(=O)c1cccnc1,7%,?,?,-4%,0%,10,-2%,-11%,-8%,-1%,0%
O=C(CN1CC(=O)Oc2ccccc21)OCC(=O)c1ccc(F)cc1,-20%,-5%,?,-22%,-15%,-2,0%,5%,-7%,?,1%
c1ccc(-c2cc(CSc3nc4ccccc4[nH]3)on2)cc1,9%,?,-21%,?,-2%,14,-10%,-2%,-12%,-22%,?
Cc1cccc(N(CC(=O)N=Nc2c(O)[nH]c3ccccc23)S(C)(=O)=O)c1C,0%,0%,-12%,5%,-2%,1,1%,2%,1%,-2%,1%
CNC(=S)Nc1sc2c(c1C(=O)OC)CCC2,-2%,?,1.3µM*,?,-5%,-1,-5%,-2%,0%,5%,-7%
O=C(Cn1cnc2ccccc2c1=O)NCCC(=O)N1CCN(c2ccccc2)CC1,-2%,-1%,-11%,1%,0%,11,-3%,-8%,1%,-30%,-4%
CC1CCCC(NC(=O)COC(=O)c2cc(=O)[nH]c3ccccc23)C1C (centres undefined),2%,/,/,/,/,/,/,2%,-9%,-3%,5%
CCOC(=O)CSc1nc2c(sc(=S)n2Cc2ccco2)c(=O)n1-c1ccc(F)cc1,9%,4%,13%,2%,-1%,0,-3%,-2%,-2%,-18%,-1%
NC1=NC[C@@H](Cc2ccc(O)cc2)N1CCCCC1CCCCC1,-3%,2%,-24%,-6%,-2%,3,0%,2%,-8%,-2%,-4%
CCCn1c(SCC(=O)c2cc(OC)ccc2OC)nc2c1c(=O)n(C)c(=O)n2C,4%,-1%,0%,-4%,-2%,0,-2%,-2%,-1%,14%,0%
C/C(=N/NC(=O)NC12CC3CC(CC(C3)C1)C2)c1ccccc1,3%,3%,-6%,1%,10%,29,-2%[1.84 µM],0%,11%,1%,-1%
CC1(C2CC(C(F)(F)F)n3nc(C(=O)O)cc3N2)CC1 (centres undefined),-4%,5%,7%,-5%,-1%,0,1%,2%,15%,3%,-4%
O=[N+]([O-])c1ccc(-c2nc(Nc3cccc(O)c3)c3ccccc3n2)cc1,-5%,-4%,-37%,?,-4%,3,-4%[1.84 µM],5%,-91%[inhibitor],?,-14%
Cc1ccc(S(=O)(=O)NCCNC(=O)CN2CCCC2)cc1,8%,-8%,-2%,0%,-4%,1,-1%,-1%,-14%,1%,0%
Cc1cc(C)n(CC(=O)c2cccc([N+](=O)[O-])c2)n1,11%,0%,-2%,-4%,-2%,0,9%,2%,-7%,4%,0%
CCCCn1c(=O)n(CC(=O)Nc2ccc(C)c(Cl)c2)c(=O)c2c1ncn2Cc1ccco1,2%,1%,6%[0.365 µM],/,-5%,-1,3%,9%,-14%,-12%,-9%
CN(C)/C=C(\C#N)C(=O)c1cccc(Oc2ccc(Br)cc2)c1,-4%,-8%,?,-22%,-5%,1,0%,-1%,-5%,3%,-5%
Cc1ccccc1OCCCCCn1ccnc1,0%,1%,11µM*,-6%,-2%,1,1%,-2%,-36%,-22%,-2%
O=C(OCc1nc2ccccc2s1)c1ccc(Br)o1,8%,?,12%,-8%,-5%,?,0%,2%,-16%,?,14%
COc1ccc(C2=NOC(C(=O)Nc3cccc(O)c3)C2)cc1 (centres undefined),8%,-14%,2%,-11%,-1%,?,6%,-3%,-8%,0%,-3%
O=C(NCCCn1ccnc1)c1sc2cccc(F)c2c1Cl,-12%,-9%,0%,0%,-3%,9,-1%,-1%,-26%,4%,16%
CCN1CCN(Cc2ccc(OCc3ccccc3)c(OC)c2)CC1,14%,?,9%,14%,?,10,?,2%,?,?,14%

# Fetched by structure from the entries so far, two records:
SMILES,p53 reactivator,FLuc modulator,RORg inh,VP16 counter,NPC1 prom act,TRPV1 ag,Rab9 promoter act,Tb PFK block,BRCA1 expr act,ELG1 DNA repair,ELG1 genotox
O=[N+]([O-])c1ccc(-c2nc(Nc3cccc(O)c3)c3ccccc3n2)cc1,-5%,-4%,-37%,?,-4%,3,-4%[1.84 µM],5%,-91%[inhibitor],?,-14%
O=C(NCCCn1ccnc1)c1sc2cccc(F)c2c1Cl,-12%,-9%,0%,0%,-3%,9,-1%,-1%,-26%,4%,16%
